# PLCg1 inh: blocks human PLC-gamma1 enzyme activity. P19174. purified PLC-gamma1, fluorogenic substrate, fluorescence. inhibition, % at 12.2 µM. 0.84% of 370,000 active. AID 720700; in the data active = inhibition above about 9.5%
# hgDAF12 agonist: hgDAF-12 agonism, primary luciferase screen; 1.8% of 370,000 active; AID 687014; activation, % at 6.8 µM; HEK293 GAL4-hgDAF12 UAS-luciferase reporter, agonist luminescence; normalized to butyrate control;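 active = activation above a cutoff set at the mean of all screened compounds plus 3 SD, cut at about 10% in these data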;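 note: 0% = DMSO wells and 100% = sodium butyrate wells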
# HGIII-sPLA2 inh: Blocks human group III sPLA2 activity. Q9NZ20. QFRET BODIPY PC-A2 liposome hydrolysis, fluorescence. inhibition, % at 12.2 µM. 0.56% of 370,000 active;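 active = inhibition above mean plus 3 SD of compounds lying within the high and low control bounds, cut at about 19% in these data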;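 note: 0% = median of test compound wells and 100% = no enzyme DMSO wells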
# Target sequence (Q9NZ20 whole entry, looked up): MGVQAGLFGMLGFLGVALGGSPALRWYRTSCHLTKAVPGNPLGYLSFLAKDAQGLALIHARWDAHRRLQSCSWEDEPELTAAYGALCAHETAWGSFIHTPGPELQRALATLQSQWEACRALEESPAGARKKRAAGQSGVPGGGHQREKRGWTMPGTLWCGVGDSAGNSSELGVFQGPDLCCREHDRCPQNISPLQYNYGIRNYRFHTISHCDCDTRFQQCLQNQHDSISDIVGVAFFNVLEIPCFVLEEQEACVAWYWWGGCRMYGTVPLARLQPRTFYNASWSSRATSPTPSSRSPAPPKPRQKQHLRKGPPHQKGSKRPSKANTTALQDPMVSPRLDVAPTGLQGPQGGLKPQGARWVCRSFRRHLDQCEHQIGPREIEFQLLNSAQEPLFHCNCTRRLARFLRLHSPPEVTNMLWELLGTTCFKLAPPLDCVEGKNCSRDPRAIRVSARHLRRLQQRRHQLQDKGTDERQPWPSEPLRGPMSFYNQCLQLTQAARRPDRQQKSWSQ
# ssDAF12 agonist: activators of S. stercoralis DAF-12 nuclear receptor; HEK293 ssDAF-12/GRIP1 lit1-tk-luc reporter, luminescence; % of 3 µM dafachronic acid response; 1% of 370,000 active; activation, % at 6.8 µM; AID 652126;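 active = activation above the mean over all tested compounds plus 3 SD, cut at about 0.9% in these data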;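 note: 0% = DMSO-only wells and 100% = 3 µM delta7-dafachronic acid wells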
# ADAM17 inh: inhibitors of human ADAM17; recombinant ADAM17, EDANS/DABCYL FRET peptide cleavage; 0.83% of 370,000 active; inhibition, % at 6.95 µM; P78536;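 active = inhibition above the mean of compounds lying between control limits plus 3 SD, set per campaign, cut at about 8.5% in these data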;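 note: 0% = DMSO-only wells as the low control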
# PLC-beta3 inh: blocks human PLC-beta3 enzyme activity; Purified PLC-beta3, fluorogenic substrate, fluorescence; 0.18% of 370,000 active; inhibition, % at 12.2 µM; AID 720704; in the data active = inhibition above about 11%;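 note: 0% = median of compound wells on plate and 100% = full blocker control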
# FXN GAA850 act: frataxin GAA850 promoter activation; 0.56% of 360,000 active; AID 540364; HEK293 lucGAA850 FXN promoter luciferase reporter, 24 h; percent of 10 µM SAHA response; activation, % at 6 µM;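 active = activation above the average of all compounds screened plus 3 SD, cutoff fixed separately per campaign, cut at about 7.5% in these data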;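 note: 0% = DMSO wells and 100% = 10 µM SAHA wells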
# DAX1 inh-1: inhibitors of human orphan nuclear receptor DAX1 (NR0B1). P51843. HEK293 Gal4-DAX1 luciferase reporter, luminescence. inhibition, % at 6.75 µM. 0.99% of 340,000 active. AID 504766;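 active = inhibition above the mean over all tested compounds plus 3 SD, cut at about 4.2% in these data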;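 note: 0% = DAX1-transfected cells with DMSO and 100% = empty-vector control cells with DMSO; inhibition shows as a rise in luminescence from relieved DAX1 repression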
# Target sequence (P51843 207-470 limits assumed): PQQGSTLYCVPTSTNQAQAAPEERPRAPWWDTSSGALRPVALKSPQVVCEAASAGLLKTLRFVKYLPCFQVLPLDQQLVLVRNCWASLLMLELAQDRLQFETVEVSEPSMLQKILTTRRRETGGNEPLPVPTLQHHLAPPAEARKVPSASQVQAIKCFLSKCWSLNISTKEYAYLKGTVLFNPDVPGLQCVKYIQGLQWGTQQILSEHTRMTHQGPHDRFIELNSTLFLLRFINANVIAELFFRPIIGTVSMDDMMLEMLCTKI
# ADAM10 inh: inhibitors of human ADAM10; 0.62% of 370,000 active; recombinant ADAM10, EDANS/DABCYL FRET peptide cleavage, 3 h; inhibition, % at 7 µM; O14672;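 active = inhibition above a per-campaign cutoff equal to the mean of compounds falling between control-based bounds plus 3 SD, cut at about 20% in these data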;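 note: 0% = DMSO wells while the 100% control is not disclosed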
# DAX1 inh-2: DAX1 (NR0B1) inhibition, primary screen; HEK293T StAR-luciferase reporter, SF-1/DAX-1 repression relief; inhibition, % at 6.8 µM; 1.1% of 370,000 active; AID 652010;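 active = inhibition above the mean over all tested compounds plus 3 SD, cut at about 3.6% in these data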;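 note: 0% = DAX-1 cells with DMSO and 100% = cells lacking DAX-1 with DMSO; higher inhibition means more luminescence from relief of DAX-1 repression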
# hcDAF12 agonist: activators of H. contortus DAF-12 nuclear receptor. HEK293 hcDAF-12 lit1-tk-luc reporter, luminescence; 0% DMSO, 100% Δ7-dafachronic acid. activation, % at 6.8 µM. 1.4% of 370,000 active;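 active = activation above the mean of all tested compounds plus 3 SD, cut at about 5.5% in these data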;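 note: 100% = response to 3 µM Δ7-dafachronic acid high control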
# * hit, by the source's call; i = inactive; / = not tested or not shown.
molecule	PLCg1 inh	hgDAF12 agonist	HGIII-sPLA2 inh	ssDAF12 agonist	ADAM17 inh	PLC-beta3 inh	FXN GAA850 act	DAX1 inh-1	ADAM10 inh	DAX1 inh-2	hcDAF12 agonist
COc1ccc(C=O)cc1C1=CC(=O)C[C@H](c2ccc(Cl)cc2)C1	-6	0.2	-2	-1.5	4	-16	0.8	-0.1	14	-0.7	-2.5
O=C1CCN(Cl)C(=O)N1Cl	8	0.8	17	-0.3	-3	5	/	/	-7	0.5	1.3
O=C(COc1ccccc1[N+](=O)[O-])OCCCOC(=O)COc1ccccc1[N+](=O)[O-]	-1	0.5	7	-0.1	-5	-4	2.9	0.7	-9	0.1	-0.5
Cc1cccc(N2CCN(C(=O)Cn3nc(Cc4ccncc4)c4ccccc4c3=O)CC2)c1C	1	2.8	9	-1.1	-3	0	-2.6	0.1	-6	0.9	0.3
COc1ccc2c(CN3CCN(Cc4ccccc4)CC3)cc(=O)oc2c1	1	-2.3	5	-1.5	-9	-4	1.0	-0.6	-29	-1.0	-0.6
COc1ccc(/C=C/C(=O)NC(=S)N2CCN(c3ccccc3OC)CC2)cc1	1	-0.1	10	-1.2	1	-9	7.1	5.5*	-3	1.1	1.8
c1ccc(Cn2nnnc2C(c2ccncc2)N2CCOCC2)cc1 (centres undefined)	-1	-0.2	0	-1.6	0	4	0.6	-0.4	-3	0.2	-0.3
Cc1cc(S(=O)(=O)NCc2ccccc2)ccc1OCC(=O)N1CCCC1	-2	2.1	2	-1.5	-2	-8	-0.7	-0.6	-3	-0.2	-2.8
Cc1nnc(Oc2ccccc2)c2ccccc12	0	2.6	-5	-0.5	-2	1	3.3	0.0	-4	1.1	-1.2
CC(=O)c1ccn(S(=O)(=O)c2ccccc2)c1	6	-1.3	2	-1.2	-3	1	2.2	0.1	-5	-0.5	-0.9
COCCN(C(=O)COC(=O)CSc1cc(C)ccc1C)c1c(N)n(Cc2ccccc2)c(=O)[nH]c1=O	1	-2.2	-6	-0.1	0	2	-0.2	1.4	5	0.2	-1.7
CC1CCN(c2ccc(NC(=S)NC(=O)c3ccc(-c4cccc([N+](=O)[O-])c4)o3)cc2)CC1	1	-2.8	-2	-1.7	-3	-2	2.8	-0.5	-8	-0.6	0.3
O=C(NCc1cccc(Cl)c1)N1CCN(S(=O)(=O)c2ccccc2F)CC1	3	0.9	2	-0.9	-2	-3	0.8	0.2	7	-0.2	0.0
CC1CC(C)CN(C(=O)COC(=O)CNC(=O)C23CC4CC(CC(C4)C2)C3)C1 (centres undefined)	1	1.9	10	-1.2	-6	-8	-0.1	-0.1	-1	2.1	-0.6
CCOc1ccc(NC(=S)NC(=O)c2cccnc2)c([N+](=O)[O-])c1	1	-0.1	7	-0.9	1	-7	2.1	1.3	0	-0.7	-2.0
CCCc1cc(=O)oc2cc(C)cc(OC(C)C(=O)NCCN3CCOCC3)c12 (centres undefined)	-93	-1.3	6	-1.2	-70	-146	-1.8	0.4	-199	-1.1	-0.5
COc1ncccc1-c1cc2nc(NCCNC(C)=O)n(C)c(=O)c2s1	-21	-0.8	1	-0.7	-22	-31	1.7	/	-88	0.0	-1.8
Cc1ccc([C@H]2C[C@]34CNS(=O)(=O)[C@H]3C[C@H]2O4)cc1	1	0.6	10	-0.9	-6	2	/	/	-12	0.8	-0.6
COC(=O)C1CN(C(=O)C(C)Oc2cccc(C)c2C)c2ccccc2O1 (centres undefined)	6	2.6	4	-1.3	3	-3	1.5	0.8	14	-0.1	0.5
O=C(CN1CCN(C/C=C/c2ccccc2)CC1)NCc1ccccc1	-2	-0.3	-7	-0.6	0	5	0.4	-1.9	5	0.1	-0.8
O=C(Nc1nnc(-c2ccc3c(c2)CCCC3)o1)C1CCCCC1	0	2.2	6	-0.7	-4	0	1.1	2.5	-16	0.0	-1.4
COc1ccccc1OCCOc1ccccc1/C=N/n1cnnc1	2	-1.5	4	-1.1	-1	3	3.9	-0.7	1	0.5	-0.9
Cc1ccc(Cl)cc1NC(=O)COC(=O)CC1CC2CCC1C2 (centres undefined)	3	-1.3	-9	-1.2	2	2	-0.9	0.7	9	0.3	0.3
CCN(CCCNC(=O)CCCCn1c(=O)[nH]c2ccccc2c1=O)c1ccccc1	0	-2.9	-1	-1.4	1	0	-0.1	-1.5	3	-0.9	-2.3
COc1ccc(C2CC3(O)CC(C#N)(C(=O)N3)C2(C#N)C#N)cc1 (centres undefined)	-2	3.0	3	0.1	-3	-10	1.0	1.8	-2	0.2	5.1
CCNC(=O)CC1C(=O)N(CC)C(=S)N1NC(=O)c1ccc(Cl)cc1 (centres undefined)	0	1.6	-15	-1.0	2	1	-0.5	-1.6	-3	-0.1	-0.1
Cc1ccc(-n2c(=S)[nH]c3sc4c(c3c2=O)CCc2ccccc2-4)cc1	-2	-1.1	2	-0.4	-2	3	1.1	-0.5	-3	-0.3	2.9
O=C(NCC1CCCO1)C1CCN(S(=O)(=O)c2ccc(Br)cc2)CC1 (centres undefined)	1	-0.7	-2	-1.0	-4	-4	-2.0	0.2	0	0.5	-2.2
CCCCNC(=O)C1C(c2ccccc2)=Nc2ccccc2N1C(=O)c1ccc(C)cc1 (centres undefined)	-20	8.1	-9	-0.4	-3	-28	/	/	-10	-0.1	0.1
CCn1c2ccccc2c2cc(NC(=O)C(C)C)ccc21	3	-1.0	4	-1.9	-1	3	3.8	-0.5	-13	-0.5	-2.4

# Sorted by the number under hcDAF12 agonist (descending): some entries from above.
Structure | hcDAF12 agonist
Cc1cccc(N2CCN(C(=O)Cn3nc(Cc4ccncc4)c4ccccc4c3=O)CC2)c1C | 0.3
CC1CC(C)CN(C(=O)COC(=O)CNC(=O)C23CC4CC(CC(C4)C2)C3)C1 (centres undefined) | -0.6
O=C(CN1CCN(C/C=C/c2ccccc2)CC1)NCc1ccccc1 | -0.8
CCn1c2ccccc2c2cc(NC(=O)C(C)C)ccc21 | -2.4

# Random excerpt: 2 records from the list
molecule	PLCg1 inh	hgDAF12 agonist	HGIII-sPLA2 inh	ssDAF12 agonist	ADAM17 inh	PLC-beta3 inh	FXN GAA850 act	DAX1 inh-1	ADAM10 inh	DAX1 inh-2	hcDAF12 agonist
O=C1CCN(Cl)C(=O)N1Cl	8	0.8	17	-0.3	-3	5	/	/	-7	0.5	1.3
COCCN(C(=O)COC(=O)CSc1cc(C)ccc1C)c1c(N)n(Cc2ccccc2)c(=O)[nH]c1=O	1	-2.2	-6	-0.1	0	2	-0.2	1.4	5	0.2	-1.7

# Next part.
molecule	PLCg1 inh	hgDAF12 agonist	HGIII-sPLA2 inh	ssDAF12 agonist	ADAM17 inh	PLC-beta3 inh	FXN GAA850 act	DAX1 inh-1	ADAM10 inh	DAX1 inh-2	hcDAF12 agonist
O=C(NCCCN1CCOCC1)c1ccc2c(c1)N(Cc1ccccc1)CCS2	i	-2.4	-3	-1.4	i	i	0.1	0.2	i	0.4	-0.3
Clc1ccccc1-c1nc(-c2ccccc2)n[nH]1	3	12*	-6	0.7	-2	5	6.8	3.6	-6	2.7	15*
CCOc1ccc(NC(=O)c2cc(SC)ccc2Cl)cc1	1	1.1	14	-1.7	-1	1	2.4	-1.4	7	-0.2	-3.1
COc1cccc(/C=C/C(=O)OCC(=O)c2c[nH]c3ccccc23)c1OC	-70	0.5	-27	-0.8	-53	-77	1.6	-1.6	-450	-1.0	-0.3
Cc1noc(C)c1C(=O)OC(C)C(=O)Nc1ccc([N+](=O)[O-])cc1C(F)(F)F (centres undefined)	0	-1.9	6	-1.5	-5	5	0.7	-0.8	-13	-0.3	0.1
CC(C)(C)NS(=O)(=O)c1ccc(CCC(=O)Nc2cc(Cl)ccc2Oc2ccccc2)cc1	-3	-1.0	-20	-1.8	9.7*	-1	3.2	-0.1	19	-1.1	-1.8
COc1ccccc1-n1c(CNC(=O)c2ccco2)nnc1SCC(=O)Nc1ccc(F)cc1	0	-1.7	-1	-0.7	-1	2	-1.3	0.5	4	-0.6	-1.9
Cc1ccc(C)c(SCC(=O)Nc2cccc(S(=O)(=O)NC3=NCCCCC3)c2)c1	-4	1.3	-15	-1.6	-3	-2	1.5	-0.6	-7	-0.4	-0.8
COc1ccc(NC(=O)c2ccc(NS(=O)(=O)c3cccc4cccnc34)cc2)cc1	1	0.5	-14	-1.6	0	-2	-1.2	0.5	2	-1.2	-1.9
N#C/C(C(=O)N1CCCCC1)=C1\Nc2ccccc2S1	-4	9.4	14	-0.8	-2	-6	1.2	1.0	5	1.8	0.1
C=CCN(c1ccc(F)cc1)S(=O)(=O)c1cc(C(=O)OCC(=O)N(C)C2CCS(=O)(=O)C2)ccc1Cl (centres undefined)	-3	3.8	0	-2.0	-5	-8	1.2	-0.5	-5	0.1	0.3
O=S(=O)(Nc1ccncc1Cl)c1ccc2ccccc2c1	-1	2.2	-35	-1.4	-1	-7	3.7	-1.0	-4	0.9	-0.9
COc1cccc(C(O)c2ncc(-c3ccccc3)[nH]2)c1 (centres undefined)	-1	0.0	-3	-0.8	-1	-2	1.0	/	-4	1.4	2.0
NC1=NC(=O)/C(=C\c2ccc(O)c([N+](=O)[O-])c2)S1	4	-2.8	1	0.2	1	4	-0.9	1.5	9	0.4	3.0
CC1=C(C#N)C(C(F)(F)F)(C(F)(F)F)N=C(c2ccco2)N1	-3	-1.3	-2	-1.2	0	1	1.4	-1.4	1	0.3	-2.4
CCCCC(SCC(=O)Nc1ccccc1)C(=O)O (centres undefined)	0	3.2	-2	-0.7	-1	-1	3.2	0.4	2	0.5	2.3
Cn1c(=O)c2c(nc(NCCO)n2CCCc2ccccc2)n(C)c1=O	1	-1.1	1	-1.3	-1	-1	0.4	-1.3	-4	-0.5	-1.7
O=[N+]([O-])c1ccc(-c2cn3c(n2)SCC3)cc1	-31	4.2	13	0.6	1	-54	-0.4	/	-6	1.7	2.1
CC(=O)Nc1ccc(N(CC(=O)NCC2CCCO2)C(=O)CCC(=O)Nc2cc(C)on2)cc1 (centres undefined)	3	-1.4	3	-0.8	6	-51	0.2	4.1	-5	0.1	-0.1
CCCCN(C(=O)CCSc1ccc(F)cc1)c1c(N)n(Cc2ccccc2)c(=O)[nH]c1=O	1	-2.5	-5	-1.3	0	0	1.1	1.7	-2	-0.6	-1.4
O=Cc1ccc2oc3nc4n(c(=O)c3c(=O)c2c1)CCCS4	5	1.9	5	-1.4	4	-9	-2.2	0.8	-2	1.1	-1.2
Cc1noc(C)c1NC(=O)Nc1ccc2c(c1)C(=O)N([C@H](C)CO)C[C@H](C)[C@@H](CN(C)C(=O)Nc1ccccc1)O2	-1	-2.4	4	-1.0	-4	0	1.3	-0.5	-9	0.9	-0.7
CC(=O)N1c2ccc(S(=O)(=O)N3CCCC3)cc2CC1C(=O)NCc1cccc(F)c1 (centres undefined)	0	-2.0	2	-0.9	-3	-6	-1.9	-0.1	-2	-0.4	-1.8

# Compound activity (PubChem BioAssay)

# This is a random part of the collection; overall some 6.9% were active at least once.
